PriA SSB inh: inhibitors of Klebsiella pneumoniae PriA binding to SSB C-terminal tail. AlphaScreen SSBct-PriA binding, biotinylated peptide. AID 1272365. actives 0.6% (n = 430,000). inhibition, % at 33 µM; in the data active = inhibition mostly above about 37%, no sharp cut-off; inactive = mostly below about 20%;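 also: plate controls were negative control peptide for no effect and reference peptide for full effect; strong numbers were not always called active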
Rv3671c protease: Rv3671c (M. tuberculosis) protease inhibition | inhibition, % at 5.96 µM | P9WHR9 | actives 0.048% (n = 320,000) | AID 2606; in the data active = inhibition above about 38%;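 also: extracellular domain of Rv3671c used as enzyme; 0% = enzyme with DMSO and 100% = no enzyme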
Target sequence (P9WHR9 whole entry, looked up, the tested form may be a part): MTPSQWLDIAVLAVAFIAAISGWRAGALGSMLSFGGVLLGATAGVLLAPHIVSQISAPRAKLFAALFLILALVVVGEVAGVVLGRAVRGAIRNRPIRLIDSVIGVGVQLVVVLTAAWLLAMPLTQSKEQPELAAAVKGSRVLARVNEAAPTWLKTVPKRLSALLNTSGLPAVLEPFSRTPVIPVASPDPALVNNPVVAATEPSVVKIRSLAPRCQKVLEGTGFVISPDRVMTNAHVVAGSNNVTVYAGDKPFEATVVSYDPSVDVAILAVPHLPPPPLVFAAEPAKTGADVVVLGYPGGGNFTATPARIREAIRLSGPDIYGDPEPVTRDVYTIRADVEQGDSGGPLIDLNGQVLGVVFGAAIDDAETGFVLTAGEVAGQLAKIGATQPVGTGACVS
MazF activator: activators of E. coli MazEF toxin-antitoxin RNase. AID 504720. activation, % at 20 µM. FAM/BHQ RNA-DNA oligo cleavage fluorescence, 5 h. actives 0.32% (n = 350,000); in the data active = activation above about 50%
Target sequence (P0AE70 whole entry, looked up): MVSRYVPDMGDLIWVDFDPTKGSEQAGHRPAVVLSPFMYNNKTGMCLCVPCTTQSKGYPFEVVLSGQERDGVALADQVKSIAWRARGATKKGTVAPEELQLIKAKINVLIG
GDH-TPI counter: counter-screen for M. tuberculosis FBA inhibitors: GDH-TPI coupled enzymes; GDH-TPI coupled enzyme counterscreen, NADH absorbance; inhibition, % at 4.8 µM; actives 1.2% (n = 360,000); AID 588335; in the data active = inhibition above about 30%;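 also: 0% = DMSO wells and 100% = wells lacking the enzyme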
FBA Mtb inh: inhibitors of M. tuberculosis fructose-bisphosphate aldolase | inhibition, % at 1 µM | actives 2.3% (n = 360,000) | P9WQA3 | AID 588726 | purified M. tuberculosis FBA, fluorescence read-out; in the data active = inhibition above about 27%;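 also: 0% = vehicle and 100% = reference inhibitor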
BH1578 lux ind: inducers of Vibrio cholerae quorum light production without autoinducers; V. cholerae BH1578 lux reporter, luminescence, 6 h; activation, % at 18.7 µM; actives 0.16% (n = 350,000); AID 588436; in the data active = activation mostly above about 9.7%, no sharp cut-off; also: not every result past the cut was called active; inactives centre near 0; reference of the scale not given here
UGM FP inh: blocks M. tuberculosis UGM enzyme; P9WIQ1; purified UGM, fluorescence polarization probe displacement; inhibition, % at 10 µM; actives 0.06% (n = 320,000); AID 504406; in the data active = inhibition above about 10%, passing the limit was not always enough
Target sequence (P9WIQ1 whole entry, looked up): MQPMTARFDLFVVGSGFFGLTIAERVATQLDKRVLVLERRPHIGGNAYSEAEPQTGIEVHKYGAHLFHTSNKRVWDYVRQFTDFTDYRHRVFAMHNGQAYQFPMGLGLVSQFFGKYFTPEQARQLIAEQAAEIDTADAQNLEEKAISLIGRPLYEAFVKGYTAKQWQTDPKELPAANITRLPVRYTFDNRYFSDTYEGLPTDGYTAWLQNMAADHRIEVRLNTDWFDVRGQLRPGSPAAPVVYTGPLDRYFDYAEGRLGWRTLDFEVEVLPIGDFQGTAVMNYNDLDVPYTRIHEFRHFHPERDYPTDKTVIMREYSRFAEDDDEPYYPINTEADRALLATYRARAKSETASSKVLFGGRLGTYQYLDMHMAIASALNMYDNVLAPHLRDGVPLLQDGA
VHR inh abs: DUSP3 (human) phosphatase inhibition; recombinant VHR phosphatase, pNPP absorbance; P51452; actives 0.52% (n = 290,000); AID 1654; inhibition, % at 13.3 µM; in the data active = inhibition above about 50%; also: some compounds called inactive have numbers as strong as hits
Mtb BioA inh: inhibitors of Mycobacterium tuberculosis BioA enzyme. purified M. tuberculosis BioA enzyme, plate reader. actives 0.096% (n = 360,000). inhibition, % at 9.99 µM. AID 602481; in the data active = inhibition above about 40%
3CLpro inhibitor: SARS-CoV 3CLpro protease inhibition | P0C6X7 | recombinant SARS-CoV 3CLpro, quenched FRET peptide cleavage | inhibition, % at 6 µM | actives 0.14% (n = 290,000); in the data active = inhibition above about 12%
* = called active by the depositor; i = inactive; · = no result given; & = joins results of further samples. An excerpt. The share of hits here may be higher or lower than overall.

The line under a structure holds: PriA SSB inh	Rv3671c protease	MazF activator	GDH-TPI counter	FBA Mtb inh	BH1578 lux ind	UGM FP inh	VHR inh abs	Mtb BioA inh	3CLpro inhibitor
1. CCOC(=O)C(NC(=O)Cc1ccccc1)(Nc1cc(C)on1)C(F)(F)F (centres undefined)
  -3.1	0.5	3.6	-1.2	2.5	i	1.3	-5.3	·	-1.4
2. CCCCNC(=S)NC(=O)c1ccc(Cl)cc1Cl
  -6.9	2.9	-0.3	-3.4	-0.1	3.1	-1.7	13.2	1.3	-4.8
3. Cc1cc(C)c(NC(=O)c2ccc3c(c2)C(=O)N(Cc2cccnc2)C3=O)c(C)c1
  -6.8	-6.3	4.8	6.5	-1.0	i	4.7	18.5	-0.3	-2.0
4. COc1ccc(N2C(=S)N(C(=O)c3ccccc3)C(=Nc3ccccc3)C2=Nc2ccccc2)cc1
  7.4	2.9	6.7	-5.2	0.5	-0.3	-2.0	·	-0.2	-3.2
5. CCN(CC)c1ccc(/C=N/NC(=O)C(O)c2ccccc2)cc1 (centres undefined)
  ·	-12.1	1.1	15.1	17.4	2.1	1.5	14.7	-0.5	1.8
6. COc1cccc(N/C(=N/C(=S)Nc2ccc(C)cc2C)Nc2nc(C)cc(C)n2)c1
  ·	-11.3	-7.3	4.4	-0.1	0.8	6.6	35.4	-1.9	-1.5
7. O=c1[nH]c(C2CC2)nc2sc3c(c12)CCCC3
  2.2	-7.6	1.1	-3.2	-4.4	-0.8	-4.9	23.4	·	1.8
8. O=C(Cn1cnc2c(cnn2-c2ccc(Cl)cc2)c1=O)NC1CCCCC1
  2.4	-4.5	-0.9	0.5	4.2	·	-0.8	8.4	-1.4	3.3
9. CCOC(=O)c1c(NC(=O)c2c(-c3ccccc3)noc2C)sc(C)c1-c1ccccc1
  -13.4	-9.6	-1.4	7.6	0.6	-0.5	0.2	4.2	1.4	2.1
10. CN(C)Cc1ccc(F)cc1Sc1cc(Cl)ccc1Cl
  2.2	-7.7	-1.5	6.2	3.8	-5.9	1.4	11.5	·	-0.2
11. CC(=O)N1N=C(c2ccco2)CC1c1cccs1 (centres undefined)
  -7.4	-2.6	-1.4	2.1	1.1	-12.5	-0.7	5.4	-0.6	-2.6
12. CCCCC(=O)Nc1nnnn1CCC
  0.0	-1.7	0.1	4.8	-0.8	i	3.8	-11.3	·	0.3
13. COc1ccc(Cc2n[nH]c(=S)n2Cc2ccccc2)cc1Cl
  10.9	1.8	1.2	-4.4	-0.5	-0.6	3.6	-18.4	6.0	6.7
14. CCOc1ccc(-n2c(SCC(=O)Nc3ccc4c(c3)OCO4)nc3ccccc3c2=O)cc1
  -7.4	-8.8	3.2	9.7	4.1	i	-1.4	6.6	0.1	-2.9
15. CCOC(=O)C1CCCN(C(=O)Cn2c(=O)c3cccn3c3cccnc32)C1 (centres undefined)
  5.2	-3.5	11.5	1.6	-3.3	-0.1	-0.5	14.0	0.6	-0.5
16. C=CCN1C(=O)/C(=C/C=C2/N(CC)c3ccc(S(=O)(=O)N(C)C)cc3N2CC)SC1=S
  -7.7	-179.7	i	2.7	3.5	-0.3	0.4	21.2	·	3.6
17. OC(COC1CCCCC1)CN1CCN(c2ccccc2)CC1 (centres undefined)
  1.6	8.9	-0.9	1.0	-0.3	-0.3	-1.6	2.0	1.2	0.7
18. CN(c1cccc(NC(=O)CN(c2ccc(Cl)c(Cl)c2)S(=O)(=O)c2ccccc2)c1)S(C)(=O)=O
  -8.4	-26.8	4.9	0.4	-0.8	-2.6	0.8	11.9	·	3.1
19. Cc1cccc(-c2nc(C#N)c(N3CCC(C)CC3)o2)c1
  4.5	·	0.0	0.0	8.9	i	3.2	2.4	-0.4	4.9
20. COc1ccc(NC(=O)CSc2nc(O)c(Cc3ccccc3)c(=O)[nH]2)cc1
  -10.1	-2.3	5.7	-2.5	-4.8	1.2	4.8	-4.0	-0.4	-3.1
21. COC(=O)C[C@H]1c2cc(F)ccc2S(=O)(=O)N1Cc1ccccc1
  -5.0	-6.1	1.8	7.6	3.0	i	-0.8	·	-0.1	·
22. CCOc1ccccc1NC(=O)C1CCCCN1S(=O)(=O)c1ccc(F)cc1 (centres undefined)
  -15.0	-9.7	8.1	-7.3	-0.9	-0.1	-0.5	25.4	-0.5	0.0
23. COc1ccc(NC(=O)N2CCCC(c3nc(-c4ccc(C(C)C)cc4)no3)C2)cc1 (centres undefined)
  8.0	-2.7	-7.7	4.8	-0.6	-0.4	-2.0	3.8	·	9.1
24. CCC(=O)NC(=S)Nc1cccc(-c2nc3ncccc3o2)c1
  -4.9	-10.8	-3.1	9.8	-1.2	-0.4	3.8	-3.6	·	2.5
25. Cc1ccc(OCC(=O)NCCN2CCOCC2)cc1C
  -6.6	-4.7	-1.1	8.7	0.2	i	0.2	10.5	·	3.1
26. Cc1ccc(CNC(=O)CSCc2ccc(F)cc2)cc1
  -0.6	0.5	0.8	7.3	-0.4	-0.3	1.5	-5.3	·	2.1
27. Cc1ccc(S(=O)(=O)N2CCN(C(=O)CN3CCCSc4ccccc43)CC2)cc1
  0.0	0.9	-8.8	4.6	-0.9	-7.1	0.8	·	-0.8	·
28. Cc1ccc(OCCn2cnc3ccccc3c2=O)c([N+](=O)[O-])c1
  -4.3	5.5	2.7	4.8	-0.9	-0.1	2.8	-9.9	·	2.2
29. O=C(NN=Cc1ccc(O)cc1O)c1ccccc1NS(=O)(=O)c1cccs1
  -3.3	18.6	6.2	6.0	40.8*	i	2.3	·	5.5	·
30. COc1ccc(-c2cc3ccccc3n2CC(O)CN2CCCCC2)cc1 (centres undefined)
  8.0	-0.3	-42.8	8.1	23.9	i	-1.0	13.8	-0.3	1.1
31. COc1ccc(C)cc1Nc1ccc(C(=O)O)cc1[N+](=O)[O-]
  9.3	6.2	6.0	1.3	-5.4	-2.9	0.1	-15.2	·	-3.2
32. O=C(NC(=S)N1CCc2ccccc21)c1ccccc1Br
  1.9	1.3	1.4	16.1	0.6	-0.2	0.2	13.3	0.6	1.6
33. O=C(NCc1ccccc1Cl)c1ccc2nc[nH]c2c1
  0.7	-20.8	2.0	4.6	3.6	-0.4	-2.6	-7.5	·	1.4
34. O=C(O)C(=O)Nc1ncn[nH]1
  ·	·	4.0	-0.4	-2.5	-4.5	·	·	-0.7	·
35. Cc1ccc(S(=O)(=O)n2nc(OC(=O)c3c(-c4ccccc4Cl)noc3C)cc2N)cc1
  -2.9	-1.8	-1.1	10.4	3.5	17.7	0.4	22.4	-7.7	2.8
36. COc1ccc(C2OC(=O)CC2C(=O)NC(C)C)cc1 (centres undefined)
  -18.9	-2.0	0.4	23.8	3.8	-0.3	2.4	18.6	-6.5	-1.3
37. COc1ccc(NC(=O)c2ccc(Cl)nc2)cc1S(=O)(=O)N1CCOCC1
  9.4	-1.7	4.4	11.2	2.5	i	2.7	·	58.9*	·
38. O=C(c1ccc(F)cc1)c1cn[nH]c1-c1ccccc1O
  -6.9	-0.8	-1.8	-4.8	-4.7	-0.3	-0.4	8.4	·	-2.9
39. Cc1ccc(S(=O)(=O)N2CCOCC2)cc1NC(=O)COC(=O)CCn1c(C)csc1=O
  -4.7	1.2	1.8	-7.0	0.4	1.7	-0.6	22.5	0.2	-0.2
40. CSc1ccccc1C(=O)NCCOc1cccc(C)c1
  0.6	9.1	-2.2	2.5	0.6	i	0.4	20.8	·	3.0
41. COc1ccccc1-c1c(C)nn2c(N3CCC(C(N)=O)CC3)cc(C)nc12
  -27.1	-0.5	3.5	6.2	0.4	-0.2	1.7	-10.4	7.8	-6.0
42. CCc1ccc(/C=C2\SC(=S)N(CCC(=O)NCCCN3CCOCC3)C2=O)cc1
  3.5&-2.0	3.1	-9.8	11.3	-0.8	i	-0.5	8.6	-1.6	2.0
43. CC(C)Nc1nc(NC(C)C)nc(N(C)C(N)=O)n1
  -21.9	6.0	7.1	-14.6	0.0	i	-2.2	14.0	-0.4	0.1
44. Cc1cc(C)c(C#N)c(SCc2nnc(-c3ccccc3)o2)n1
  0.4	-12.7	-0.3	9.2	6.5	-0.2	2.2	6.8	-1.4	0.2
45. Cc1cc(/C(N)=N/OC(=O)Nc2ccc(Cl)cc2)no1
  ·	5.2	4.8	-0.8	-0.2	i	1.0	6.2	-0.6	4.5
46. CC(C)(Oc1ccc(Cl)cc1)C(=O)N1CCN(c2ccccn2)CC1
  -11.5	-1.8	0.6	-2.3	10.1	i	-0.3	-18.1	-1.4	6.0
47. Nc1ccc(N2C(=O)c3ccccc3C2=O)c(Cl)c1
  8.4	-18.3	7.7	-6.3	-1.4	3.6	0.9	·	-1.5	·
48. Cc1nnc(NC(=O)c2ccccc2C(=O)O)s1
  -9.5	2.5	-2.6	-4.4	-2.4	i	0.3	-26.2	-0.8	-2.1
49. Cc1ccc(NC(=O)NCCCCc2ccccc2)cc1
  -4.4	-6.6	-7.7	8.2	-0.2	i	-2.0	-6.9	-2.2	-0.9
50. Cc1ccc(CC(NC(=O)c2ccccc2)C(=O)N2CCCC2C(=O)O)cc1 (centres undefined)
  -10.6	6.6	-6.1	4.0	0.4	2.5	0.7	7.2	0.5	-3.1
51. CCCCC(=O)N(C)c1c(C)nc2ccc(C(=O)N3CCN(C(=O)c4ccco4)CC3)cn12
  ·	·	·	-10.8	0.3	i	·	·	-0.3	·
52. COc1ccc(NC(=O)CSc2nc3sc(C)cc3c(=O)n2C)c(OC)c1
  -5.0&-0.8	0.7	2.5	-5.0	-5.8	-0.5	0.1	12.2	0.0	8.3
53. CCN(C(=O)COC(=O)c1ccccc1SCC(=O)NC1CCCCCCC1)C1CCS(=O)(=O)C1 (centres undefined)
  4.3	3.0	-0.1	0.7	-3.8	-0.2	1.5	4.6	0.4	3.2
54. CCOc1ccc(N2C(=O)CC(NCCc3ccncc3)C2=O)cc1 (centres undefined)
  1.2	0.8	4.1	-1.6	-0.9	-0.4	1.0	7.1	-0.1	0.3
55. CCCCn1c(N)c(N(CC(C)C)C(=O)CSc2nnc(C)n2-c2ccc(OC)cc2)c(=O)[nH]c1=O
  -10.7	5.0	5.4	0.7	-1.9	i	-0.4	·	·	·

Entries of single compounds, quoted from the list:
Shown for `COc1ccc(C2OC(=O)CC2C(=O)NC(C)C)cc1` (centres undefined) = PriA SSB inh: -18.9; Rv3671c protease: -2.0; MazF activator: 0.4; GDH-TPI counter: 23.8; FBA Mtb inh: 3.8; BH1578 lux ind: -0.3; UGM FP inh: 2.4; VHR inh abs: 18.6; Mtb BioA inh: -6.5; 3CLpro inhibitor: -1.3
Shown for `CCC(=O)NC(=S)Nc1cccc(-c2nc3ncccc3o2)c1` = PriA SSB inh: -4.9; Rv3671c protease: -10.8; MazF activator: -3.1; GDH-TPI counter: 9.8; FBA Mtb inh: -1.2; BH1578 lux ind: -0.4; UGM FP inh: 3.8; VHR inh abs: -3.6; Mtb BioA inh: ·; 3CLpro inhibitor: 2.5
